Source: PubChem (NCI)
All columns: NCI-60 one-dose screen, growth in % after 48 h at 10 µM unless noted; 100 = growth as untreated, 0 = no growth, -100 = all killed.
HL-60(TB) – HL-60(TB) leukemia cells | actives 9% (n = 78,000) | AID 1794776; active means growth percent below 10
* hit, by the source's call; & = joins results of further samples. These rows are one share of the data; the hit share may differ from the screen's.

Preview (seven entries):
SMILES | HL-60(TB)
COc1ccc(C(=O)Nc2nc(-c3ccc(Cl)cc3)cs2)cc1OC | 105
Cn1ncc2c(Cl)ncnc21 | 107
CC(=O)N1c2ccccc2CC1c1c[nH]c2ccccc12 (stereo unspecified) | 65
C=CCOC(=O)Oc1c(Cl)c(Cl)c(OC(=O)OCC=C)c(Cl)c1Cl | 90
CN1C(=O)CC(c2ccccc2)C1=O (stereo unspecified) | 91
COC1C/C(=N\O)C2OC(c3ccccc3)OCC2O1 (stereo unspecified) | 101
Cc1ccc(Nc2c(C(N)=O)cnc3ccc(-c4csc(N)n4)cc23)cc1 | 109

The listing, repeating the preview:
SMILES | HL-60(TB)
COc1ccc(C(=O)Nc2nc(-c3ccc(Cl)cc3)cs2)cc1OC | 105
Cn1ncc2c(Cl)ncnc21 | 107
CC(=O)N1c2ccccc2CC1c1c[nH]c2ccccc12 (stereo unspecified) | 65
C=CCOC(=O)Oc1c(Cl)c(Cl)c(OC(=O)OCC=C)c(Cl)c1Cl | 90
CN1C(=O)CC(c2ccccc2)C1=O (stereo unspecified) | 91
COC1C/C(=N\O)C2OC(c3ccccc3)OCC2O1 (stereo unspecified) | 101
Cc1ccc(Nc2c(C(N)=O)cnc3ccc(-c4csc(N)n4)cc23)cc1 | 109
O=C(Cc1ccccc1)NCCCN(CCc1ccccc1)CCc1ccccc1 | 99
Cc1cc(C)n([C@H]2CC(=O)O[C@@H]2COC(=O)c2ccccc2)n1 | 99
C[C@H](c1c(F)cccc1F)n1nnc(C(N)=O)c1C(N)=O | 105
Brc1ccc(CSc2ncnc3nc[nH]c23)cc1 | 92
CC(=O)Nc1cccc(NC(C)=O)n1 | 96
CCOC(=O)/C(C#N)=C1/C=CCCC1 | 97
CC(=O)c1cc2c(C)cc(=O)oc2cc1OCCN1CCOCC1 | 140
COc1ccc(-c2nc3n[nH]c(-c4ccc(OC)cc4)c3c(-c3ccc(C(F)(F)F)cc3)c2C#N)cc1 | 70
COc1ccc2cc(-c3nnc(C)c4nn(-c5ccc(Cl)cc5)cc34)ccc2c1 | 100
CCCCCCCC(=O)SCC/C=C/[C@@H]1CC(=O)NCc2cc(ccn2)C2=N[C@@](C)(CS2)C(=O)N[C@@H](C(C)C)C(=O)O1 | 23
COc1cc([N+](=O)[O-])ccc1C | 99
O=[N+]([O-])c1ccc(-c2nnc(N3c4ccccc4C=Cc4ccccc43)o2)cc1 | 70
Nc1c(C(=O)Nc2ccc(Cl)c(Cl)c2)sc2nc(-c3cccs3)ccc12 | 99

Five records picked at random from those above, as already listed:
SMILES | HL-60(TB)
CN1C(=O)CC(c2ccccc2)C1=O (stereo unspecified) | 91
C=CCOC(=O)Oc1c(Cl)c(Cl)c(OC(=O)OCC=C)c(Cl)c1Cl | 90
Cn1ncc2c(Cl)ncnc21 | 107
Brc1ccc(CSc2ncnc3nc[nH]c23)cc1 | 92
CC(=O)N1c2ccccc2CC1c1c[nH]c2ccccc12 (stereo unspecified) | 65

Next part.
SMILES | HL-60(TB)
COc1ccccc1-c1c(C)nn2c(NCc3ccccn3)cc(C)nc12 | 68
COC(=C(C#N)C#N)N1CCOCC1 | 96
CCOC(=O)C1=C(C)C(Cl)=N/C1=C\c1[nH]c(Cl)c(C)c1C(=O)OCC | 95
O=C1/C(=C/c2ccccc2[N+](=O)[O-])Cc2ccccc21 | 64&32
COc1ccc(C(=O)n2nc(/C=C/c3ccc(O)c(OC)c3)cc2/C=C/c2ccc(O)c(OC)c2)cc1 | -16*
COc1ccc(/C=C/C(=O)/C=C(O)/C=C/c2ccc(OC)c(OC)c2OC)c(OC)c1OC | 58
Cc1ccc(-c2csc(NC(=O)c3cc(-c4ccc(Cl)cc4)nc4ccc(Cl)cc34)n2)cc1 | 100
Nc1c(C(=O)Nc2ccncc2)sc2nc3c(cc12)C(O)CCC3 (stereo unspecified) | 95
Cc1cc(C)c2nc(Nc3nc(C)c(C)c(=O)[nH]3)nc(C)c2c1 | -10*
CC/C(=C\c1ccc(OC)c(OC)c1)c1nc2ccccc2c(=O)[nH]1 | 237
COc1cc(/C=C/c2cc(/C=C/c3ccc(O)c(OC)c3)n(C(=O)Nc3ccc(F)cc3)n2)ccc1O | -21*
COC(=O)C(Cc1ccccc1)n1cc(COc2nc(Cl)nc(Nc3ccc(N4CCOCC4=O)cc3)n2)nn1 (stereo unspecified) | 103
O=c1ccc(=O)n(-c2nc(-c3cc4ccccc4oc3=O)cs2)[nH]1 | 93
COc1ccc(-c2nc3c(s2)CC[C@@]2(C)C3=CC[C@@H]3[C@@H]2CC[C@]2(C)C(=O)CC[C@@H]32)cc1 | 105
CCOc1ccc2cc(-c3nn(CC4CCNCC4)c4ncnc(N)c34)ccc2n1 | 59&71
Cc1ccc(S(=O)(=O)NC(=O)CCC(=O)NCc2ccccc2)cc1 | 106
Cc1ccc(C(=O)N/N=C/c2ccccc2Cl)cn1 | 94
Clc1c(SCc2ccccc2)ncnc1SCc1ccccc1 | 84
NNc1ccc([N+](=O)[O-])cn1 | 110
CCOc1ccc(N=Nc2ccc(C=O)c(S(=O)(=O)O)c2)cc1 | 92
O=C1c2ccc3c4c5ccc(c24)C(=O)N1CCCOCCCCOCCCNCc1ccc(cc1)CNCCCOCCCCOCCCN(C3=O)C5=O | -61*
O=C(N/N=C/c1ccc(OC(F)F)c(OC2CCCC2)c1)c1cnn2c1NC(c1ccccc1)C2 (stereo unspecified) | 100
O=C1OCC2=C1C(c1cccc(Br)c1)c1cc3c(cc1N2CCO)OCCO3 (stereo unspecified) | -24*
COc1cc(/C=C/C(=O)O)cc([N+](=O)[O-])c1O | 51
CNC(=O)c1cc(Oc2cccc3nc(NC(=O)Nc4ccc(F)cc4F)ccc23)ccn1 | 82
CN1CCN(CCCNC(=O)c2c3c(n4ccccc24)C(=O)c2ncccc2C3=O)CC1 | -25*
CCN(CC)CCSC(=O)C(O)(c1ccccc1)c1ccccc1 | 88
O=S1(=O)c2ccccc2-c2ccccc21 | 103
COC(=O)C1(CC(C)=O)NC(=S)NC(=O)C1C#N (stereo unspecified) | 102
Cc1ccc(N=Nc2c(O)c(C(=O)O)cc3ccccc23)c(S(=O)(=O)O)c1 | 108
C=CCn1c(O)c(N=Nc2nc(-c3cc4ccccc4oc3=O)cs2)c2ccccc21 | 111
O=c1[nH]cc(O)c(=O)[nH]1 | 79
O=C(N=Nc1c(O)n(Cc2ccccc2)c2ccccc12)c1cc(-c2ccccc2)on1 | 99
Cc1ccc(/C=N/NC(=O)Cn2c(C(C)C)nc3ccccc32)o1 | 85
Nc1c(Br)cc2c(c1Br)C(O)c1ccccc1-2 (stereo unspecified) | 90
NS(=O)(=O)c1ccc(-n2cc(CC=O)nn2)cc1 | 105
CCCCCCCCCCCC1=NC(CC)(CO)CO1 (stereo unspecified) | 72
O=C(O)c1ccc(-n2cc(/C=N/Nc3ccc(F)c(Cl)c3)c(-c3cc4ccc(O)cc4oc3=O)n2)cc1 | 93
C[C@H]1[C@]2(C)CCc3cc4[nH]c5ccccc5c4cc3[C@]2(CCCO)C(=O)O[C@@]1(C)O | 128
Cc1ccc(C(=O)C2C(=O)C3CCC2C3)cc1 (stereo unspecified) | 98
O=[N+]([O-])c1cc(/C=N/Nc2nc(N/N=C/c3ccc(Cl)c([N+](=O)[O-])c3)nc(N3CCCCC3)n2)ccc1Cl | 42
O=C(/C=C/c1cccc([N+](=O)[O-])c1)c1ccc(O)c(CN2CCN(c3cc4c(cc3F)c(=O)c(C(=O)O)cn4C3CC3)CC2)c1 | 8.4*
COc1cc(/C=N/NC(=O)c2cnn(CC(O)c3ccccc3)c2N)ccc1Oc1ccccc1 (stereo unspecified) | 99
Clc1ccc(C2CC(c3cccc(Nc4ccncc4)c3)=NN2c2ccccc2)cc1 (stereo unspecified) | -39*
O=C(O)CSC(SCC(=O)O)c1ccc([N+](=O)[O-])cc1 | 104
Nc1ccc(N)c2c1C(=O)c1ccccc1C2=O | 77
CCOCc1c(C)cc(C)cc1C | 106
Cn1c(-c2ccccc2)cs/c1=N\S(=O)(=O)c1ccc(NNc2c3ccccc3cc3ccccc23)cc1 | 96
CCCCN1C(=O)CC2CCOC21C (stereo unspecified) | 98
Cc1ccc(/C=C/C(=O)c2ccc(NC(=O)CSc3nc4[nH]c(=O)n(C)c(=O)c4[nH]3)cc2)c(C)c1 | 107
CC(C)CC(=O)Cc1ccccc1 | 104
NS(=O)(=O)c1ccc(N=Nc2ccc(=O)[nH]c2O)cc1 | 88
CCOC(=O)c1c(-c2ccccc2)n(-c2ccc(Br)cc2)c2cccc(O)c12 | 63
C/C=C/CCC(=O)c1cc(C(=O)OC)c(OC)cc1O | 95
O=C(CSc1nnc(-c2ccc(Cl)cc2)n1-c1ccccc1)Nc1ccc(C(=O)/C=C/c2ccccc2)cc1 | 96
CNC(C(=O)O)c1ccccc1 (stereo unspecified) | 97&98
Nc1nc2c(s1)CCc1ccn(S(=O)(=O)c3ccccc3)c1-2 | 77
COc1nc2c(c(=O)n1C)CN(c1ccccc1)C(=O)CN2 | 109
COc1ccc(/C=C/C(=O)c2ccc(S(=O)(=O)NCCNc3nc(Nc4ccc(F)cc4)nc(N(C)C)n3)cc2)cc1 | 17
NCC1CCCCC1CC(=O)O (stereo unspecified) | 93

Some values from the list:
Clc1ccc(C2CC(c3cccc(Nc4ccncc4)c3)=NN2c2ccccc2)cc1 (stereo unspecified) | HL-60(TB) = -39*
CC(C)CC(=O)Cc1ccccc1 | HL-60(TB) = 104

Remaining list, next part
SMILES | HL-60(TB)
CCOC(=O)c1cc(Sc2ccccc2)nc2ccccc12 | 91
CCCc1nc2ccccc2c(=O)n1CC(=O)n1nc(C)cc1C | 102
NC(=O)CCC(C(=O)O)N1C(=O)c2ccc(O)cc2C1=O (stereo unspecified) | 134
CCc1nnc(NC(=O)c2cc(-c3cccc(C(F)(F)F)c3)oc2C)s1 | 100
COc1ccccc1-c1cn2ccnc2c(-c2ccc3ncn(C4CCCCC4)c3c2)n1 | 85
COc1cc(CNC(=O)Cc2ccccc2)ccc1OCc1cn(-c2ccc(Cl)cc2)nn1 | 104
CC[C@H](Nc1nc(N)nc(C)c1C#N)c1nc2cccc(CN(C)c3ncc(C(=O)NO)cn3)c2c(=O)n1-c1ccccc1 | 0.8*
CC(C)(C)n1nnnc1C(Nc1cccc([N+](=O)[O-])c1)c1cccc(Oc2ccccc2)c1 (stereo unspecified) | 88
C=CCn1cccc1/C=C1\SC(=S)NC1=S | 98
CCC(CC)(NC)C(O)c1ccccc1 (stereo unspecified) | 110
Cc1ccc(S(=O)(=O)c2[nH]c(-c3ccccc3)nc2S(C)(=O)=O)cc1 | 110
O=C(NS(=O)(=O)c1ccccc1)n1ccc2cc(Br)cnc21 | 97
C/C=C(/C)C(=O)O[C@@H]1CC(C)(C)CC2C34OC(=O)[C@@]21CC[C@@]3(C)[C@]1(C)CCC2C(C)(C)C(=O)CC[C@]2(C)C1C[C@@H]4O (stereo partly specified) | 6.9*
CC(=O)N(O)C(C)C#Cc1cccc(NS(=O)(=O)c2ccc(F)cc2)c1 (stereo unspecified) | 80
CCN(CC)c1ccc(NC2=C(Cl)C(=O)c3nc(C)ccc3C2=O)cc1 | -35*
Nc1cccc(NC(=O)c2cccc(N)c2)c1 | 85
C=C(C)[C@@H]1CC[C@]2(C)CC[C@]3(C)[C@H](CC[C@@H]4[C@@]5(C)CC[C@H](O)C(C)(C)[C@@H]5CC[C@]43C)[C@@H]12 | 114
Cc1cc(NC(=O)c2ccccc2)nc(C)n1 | 131
CC(C)(C)c1ccc(O)c(C[N+](C)(C)C)c1 | 100
N#Cc1cc(-c2ccnc(Nc3ccc(NC(=O)CCl)cc3)n2)ccc1N1CCCC1 | -49*
COc1ccc(-c2cc(C(=O)N3CCN(C(=O)c4ccccc4NCc4cccs4)CC3)nc3cc(-c4ccccc4)nn23)cc1OC | 105
OCc1cnccc1NC1CCCCC1 | 96
COc1ccc(/C=N/NC(=O)c2c(Nc3ccccc3)nn(CC(O)c3ccccc3)c2N)cc1OCc1ccccc1 (stereo unspecified) | 84
N#Cc1c(-c2ccc(Cl)cc2)cc(-c2c[nH]c3ccccc23)nc1-c1c[nH]c2ccccc12 | 103
O=C(N=c1n(-c2ccc(Cl)cc2)nc2n1CCN2C1=NCCN1)c1ccc(Cl)cc1 | 50
COc1cc(OC)c(S(=O)(=O)NNC(=O)c2ccncc2)cc1C(C)=O | 129
COC(=O)c1nn2c(c1C(=O)OC)C[C@@H]1C(=O)N(c3ccccc3)C(=O)[C@@H]1[C@@H]2C | 92
O=C(/C=C(/C=C/c1cc(F)ccc1OC(=O)c1ccccc1Nc1cccc(C(F)(F)F)c1)OB(F)F)/C=C/c1cc(F)ccc1OC(=O)c1ccccc1Nc1cccc(C(F)(F)F)c1 | 99
Cc1ccc(C)c(-n2nnc3ccccc3c2=O)c1 | 104
COc1cc(C=O)ccc1OCCOc1ccc(/C=N/NC(=O)Cn2c(-c3ccc(C)o3)nc3ccccc32)cc1OC | 103
Oc1ccc(-c2nc3c4c(-c5ccccc5)c(-c5ccccc5)oc4ncn3n2)cc1 | 108
Cc1ccc(C(=O)CSc2nnc3sc(Nc4ccc(C#N)cc4)nn23)cc1 | 87
CC(=O)C1=C(C)OC(N)=C(C#N)C1c1cc2ccccc2n2nnnc12 (stereo unspecified) | 86
CC1(C)[C@@H](OCCC#N)CC[C@]2(C)[C@H]3C(=O)C=C4[C@@H]5C[C@](C)(C(=O)O)CC[C@]5(C)CC[C@@]4(C)[C@]3(C)CC[C@@H]12 | 98
O=[N+]([O-])c1ccc2c(c1)Cc1cc(N(CCCl)CCCl)ccc1-2 | 96
O=[N+]([O-])c1ccc2[nH]c(=S)[nH]c2c1 | 92
COc1cc(NC(=O)c2sc3nc4c(cc3c2N)C(=O)CCC4)cc(OC)c1 | 107
COC(=O)c1ccc(C2Nc3ccc(S(=O)(=O)Nc4ccc(C)c(C)c4)cc3C3OCCC23)cc1 (stereo unspecified) | 59
